# TDP1 block: TDP1 (human) enzyme inhibition; actives 0.28% (n = 350,000); Potency, µM (titrated, usually from 130 µM), for inactives: at the highest dose activity change, negative = inhibition, actives largely listed as inhibitors; recombinant TDP1, AlphaScreen DNA substrate cleavage; also: nearly all actives have a fitted effect of over 40% in size
# Target sequence (Q9NUW8 whole entry, looked up): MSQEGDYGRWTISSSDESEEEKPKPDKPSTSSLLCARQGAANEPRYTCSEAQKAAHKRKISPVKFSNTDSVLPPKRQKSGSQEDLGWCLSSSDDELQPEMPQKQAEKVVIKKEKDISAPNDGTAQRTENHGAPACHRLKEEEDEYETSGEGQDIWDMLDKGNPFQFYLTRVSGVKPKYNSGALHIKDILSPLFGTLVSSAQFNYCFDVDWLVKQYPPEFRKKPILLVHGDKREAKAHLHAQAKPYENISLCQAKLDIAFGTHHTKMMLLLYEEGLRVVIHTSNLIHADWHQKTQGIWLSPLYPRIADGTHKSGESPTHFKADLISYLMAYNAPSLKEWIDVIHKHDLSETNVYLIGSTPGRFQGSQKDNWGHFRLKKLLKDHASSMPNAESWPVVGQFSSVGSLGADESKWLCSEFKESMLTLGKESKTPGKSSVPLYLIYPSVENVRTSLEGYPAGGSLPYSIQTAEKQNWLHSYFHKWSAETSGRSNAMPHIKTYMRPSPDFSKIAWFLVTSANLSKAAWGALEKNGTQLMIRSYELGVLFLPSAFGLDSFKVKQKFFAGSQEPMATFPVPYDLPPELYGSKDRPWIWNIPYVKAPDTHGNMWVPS
#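 E. coli-derived human Tdp1, 1 nM final. Cpd preinc 15 min RT; substrate 15 nM final, 5 min RT; AS bead mix 10 ug/ml final, 10 min RT. Signal loss = tyrosine-FITC cleavage. No-enzyme wells = max signal.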
# DT40 TDP1 no CPT: qHTS for Inhibitors of human tyrosyl-DNA phosphodiesterase 1 (TDP1): qHTS in cells in absence of CPT. Potency, µM (top dose mostly 46.2 µM), without a hit: at the top dose activity change, negative = growth inhibition, hits mostly inhibitors. DT40 Tdp1-/- hTDP1 cells, no CPT, ATP luminescence, 48 h. actives 15% (n = 420,000); also: nearly all actives have a fitted effect of over 55% in size
#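 Stably hTDP1-transfected Tdp1-null chicken DT40 cells were treated with library compounds minus camptothecin and grown for at least 48 hr at 37 °C, after which cellular ATP was quantified by luminescence.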
# N370S GC: inhibitors or activators of N370S glucocerebrosidase for Gaucher disease; N370S GC spleen homogenate, 4MU-glucoside fluorescence; Potency, µM (highest dose often 59.4 µM), inactives show at the top dose activity change, negative = inhibition, actives largely listed as inhibitors; actives 0.092% (n = 330,000);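 also: 0% = full enzyme activity and -100% = no enzyme basal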
# An asterisk follows results filed as active; ? = inconclusive; nt = not tested or not shown; [ ] = dose if it differs, or a comment. Calls follow the shape of the dose curve; as a rule, active = well fitted curve in the direction sought with a large enough effect; inconclusive = small, poorly fitted or top-dose-only effect, or another doubt; inactive = no such curve, though single readings can be large; an effect the other way counts as inactive or inconclusive. Unless noted, % is scaled to controls: 0 for no effect and ±100 for the full control effect; potency is read from the fitted curve at half-maximal effect. Only part of the results is shown, so the mix of outcomes need not match the whole.
compound | TDP1 block | DT40 TDP1 no CPT | N370S GC
Cc1ccc(NC(=O)c2ccc(NCC3CCCO3)c([N+](=O)[O-])c2)cc1Cl (configuration not stated) | 7% | ? | -8%
Cc1ccc(Cl)cc1NC(=O)Cn1c(=O)cc(C)c2c(C)nn(C)c21 | 5% | ? | nt
CCc1nnc(NC(=O)C2CC(=O)N(c3ccc4c(c3)OCCO4)C2)s1 (configuration not stated) | -3% | 18µM* | 4%
O=C(COC(=O)c1ccccc1)Nc1ccc(Cl)cn1 | -3% | 15% | -2%
CCCCc1nc2c(c3c1C[C@H](C)OC3)CN(C(=O)NCc1ccco1)CC2 | 14%[12.3 µM] | nt | 5%[12.8 µM]
Cc1cc(C(=O)Nc2cccc(C(=O)O)c2)oc1C | 7% | ? | -11%
CCC(C)NC(=O)Cn1c(=O)n(-c2ccc(Cl)c(Cl)c2)c(=O)c2c(C)c(C(=O)N(CC)CC)sc21 (configuration not stated) | 2% | ? | nt
Cc1nnc(SCC(=O)Nc2ccccc2F)n1-c1ccc(F)cc1 | nt | 6% | 3%
CCOc1ccccc1NC1c2ccccc2C(=O)N1c1cccnc1 (configuration not stated) | 5% | -18% | 6%
COC(=O)C(CC(=O)c1ccc(Br)cc1)n1cccn1 (configuration not stated) | 4% | -2% | 2%
CCOc1ccc(S(=O)(=O)NC(C)C(=O)NCc2cccnc2)cc1 (configuration not stated) | nt | 0% | -3%
COC(=O)C1(CCSC)NC(c2ccc(OC)cc2OC)C2C(=O)N(c3cccc(C(C)=O)c3)C(=O)C21 (configuration not stated) | 5% | 0% | 6%
N#Cc1c(C(F)(F)F)cc(=O)n2c1[nH]c1ccccc12 | 1% | 15µM* | ?
CCn1c(C)nc([N+](=O)[O-])c1Sc1ccc(F)cc1 | 5% | 16µM* | 2%
Cc1nnc2sc(SCC(=O)Nc3cccc(Cl)c3)nn2c1=O | 8% | -22% | -2%

# Filtered by structure, the entries above with a nitro group on carbon (2)
compound | TDP1 block | DT40 TDP1 no CPT | N370S GC
Cc1ccc(NC(=O)c2ccc(NCC3CCCO3)c([N+](=O)[O-])c2)cc1Cl (configuration not stated) | 7% | ? | -8%
CCn1c(C)nc([N+](=O)[O-])c1Sc1ccc(F)cc1 | 5% | 16µM* | 2%

# Other records follow.
compound | TDP1 block | DT40 TDP1 no CPT | N370S GC
Cc1cc(CN(C)C(=O)c2cc(COc3ccc(C)c(C)c3)on2)on1 | 0% | -24% | -9%
Cc1[nH]c2ccccc2c1C1(O)C(=O)N(Cc2ccccc2)c2ccc(Cl)cc21 (configuration not stated) | 8% | 5.2µM* | nt
CC(NC(=O)c1ccncc1)C(c1cccs1)N1CCOCC1 (configuration not stated) | -4% | 5% | 4%
O=c1[nH]c(C2CCN(S(=O)(=O)c3ccccc3F)CC2)nc2c1nnn2Cc1ccc2c(c1)OCCO2 | 4% | -29% | -7%
CCOc1ccc(/C=N/NC(=S)NC2CC3CCC2C3)cc1 (configuration not stated) | -1% | ? | 5%
Cc1c(NS(=O)(=O)c2ccc(C(=O)NCc3ccc(F)cc3)cc2)c(=O)n(-c2ccccc2)n1C | 0% | -5% | nt
CCOC(=O)N1CCC(NC(=O)CN2C(=O)CSc3nc(C)cc(C)c32)CC1 | 1% | nt | 9%
CCCCN(CC)Cc1c(O)ccc2c(-c3ccccc3)cc(=O)oc12 | -9% | ? | 7%
Cc1ccc2[nH]c3c(=O)n(CC(=O)Nc4ccc(Br)cc4C)ncc3c2c1 | 7% | 5% | nt
Clc1cccc(N/N=C/c2ccncc2)c1 | 8% | ? | ?
O=[N+]([O-])c1ccc2oc(C(O)c3cccc(Cl)c3)cc2c1 (configuration not stated) | nt | 12µM* | 1%
CSc1ccc(C2c3c(oc4cc(C)cc(C)c4c3=O)C(=O)N2CCO)cc1 (configuration not stated) | 0% | 23µM* | nt
CCOc1ccc(N2CC(NC(=O)c3ccc(S(=O)(=O)N4CCOCC4)cc3)CC2=O)cc1 (configuration not stated) | 0% | ? | nt
O=c1oc2c3c(ccc2c2ccccc12)OCN(Cc1cccc(Cl)c1)C3 | 4% | ? | nt
COc1ccc(C(C)C)cc1S(=O)(=O)NCc1ccccn1 | 2% | -9% | 0%
COc1ccc(C(=O)c2cnc(C(C)C)n2C)cc1 | 2% | -9% | 1%
CC1(c2ccccc2)CC(c2ccccc2)=Nc2ccccc2N1 (configuration not stated) | nt | ? | 11%
Cc1ccc(NC(=S)N2CCC(O)CC2)c(C)c1 | -8% | 7% | 2%
COC(=O)c1c(NC(=O)/C=C/c2ccc3c(c2)OCO3)sc(C)c1C | 0% | -15% | 7%
CCC(C)c1ccccc1NC(=O)c1cccnc1 (configuration not stated) | 9% | -8% | 1%
CCOc1ccc(C(=O)C(C)=O)c(OCC)c1 | 4% | 1% | -1%
Fc1ccc(CNCc2cccc(Br)c2)cc1 | -11% | ? | -27%
Cc1ccc(N(C(=O)CNC(=O)c2ccco2)C(C(=O)NCC2CCCO2)c2ccccc2)cc1C (configuration not stated) | nt | 21µM* | -6%
CN(C)C(=O)N1CCC(C(=O)N2CCCC(C(=O)c3ccc(C(C)(C)C)cc3)C2)CC1 (configuration not stated) | nt | 16µM* | -2%
COc1ccccc1NCCC#N | 4% | 2% | -6%
Cc1onc(-c2ccccc2Cl)c1C(=O)NCc1nc(-c2ccccc2)no1 | 3% | 9.2µM* | 10%
CC1=CC(C)(C)NC(=S)N1c1ccc(C)cc1 | 8% | 23µM* | 1%
COc1ccc(CSc2nc(O)cc(=O)n2CC(C)C)cc1F | 8% | -16% | -20%
CCOc1ccc(NC(=O)COC(=O)CCN2C(=O)C3CC=CCC3C2=O)cc1OCC (configuration not stated) | 8% | -8% | nt
Cc1cccc(C)c1-n1ncc(C(=O)O)c1C1CCN(C(=O)OC(C)(C)C)CC1 | 3% | -2% | nt
O=C(NNC(=O)c1ccccc1F)C1=NN(c2ccccc2)C(=O)CC1 | nt | 1% | -3%
CC1(C)OC2CC3C4CC(F)C5=CC(=O)C=CC5(C)C4C(O)CC3(C)[C@]2(C(=O)CO)O1 (some centres not stated) | 11% | -12% | 12%
CC1CCN(C(=O)Cc2nn(C)c(=O)c3ccccc23)CC1 | -2% | -28% | 2%
Cc1cc(C)cc(-n2ccnc2SCC(=O)Nc2nnc(C)s2)c1 | 2% | 3.3µM* | nt
Cc1ccc(NC(=O)Cn2c(=O)n(CCc3ccccc3)c(=O)c3c4c(sc32)CCCC4)c(C)c1 | 2% | 5% | nt
COc1ccccc1C(=O)Nc1ccc(S(=O)(=O)N2CCC(C)CC2)cc1 | nt | ? | -1%
Cc1cc(C)n2nc(SCC(=O)N3CCC(C)CC3)nc2n1 | 0% | 2% | nt
COc1ccc(C(=O)CCN2CCC(C)CC2)cc1 | nt | 12µM* | -10%
Cc1ccc([N+](=O)[O-])c(C(=O)N/N=C/c2cccs2)c1 | nt | ? | -3%
CCCCn1c(=O)[nH]c(=O)c2c1nc(-c1cc(Br)ccc1OC)n2C | -1% | ? | 3%
COCc1ccc(CN2CCC(N3CCC(C(=O)N4CCCC4)CC3)CC2)o1 | 0% | 12% | -16%
CCOC(=O)C(=CNc1ccc(NC2=NCC(C)S2)cc1)C(=O)OCC (configuration not stated) | 8% | 6.5µM* | -5%
CCC(C)OC(=O)C[N+](C)(C)CCOC1CC2CCC1(C)C2(C)C (configuration not stated) | -3% | 1.5µM* | -14%
COc1ccc(N(CC(=O)Nc2cccc(F)c2)S(=O)(=O)c2c(C)[nH]c(=O)[nH]c2=O)cc1 | 2% | 28% | 11µM*
O=C(NCCc1ccccc1)c1ccc2c(c1)N(Cc1ccc(F)cc1)C(=O)CS2 | 3% | 16µM* | nt
COC(c1ccccc1)c1nnc(CCC(=O)N(C)Cc2cccc(-n3cccn3)c2)o1 (configuration not stated) | 0% | 16% | -6%
Cc1cccc(C)c1N1CCN(S(=O)(=O)c2ccccc2)CC1 | nt | -14% | -14%
Cc1ccccc1-c1nn(-c2ccc(F)cc2F)cc1CNCCN(C)C | 5% | -25% | -11%
CC(C)CNC(=O)C(=O)NCCCN1CCOCC1 | -2% | -25% | -6%
c1csc(-c2nn3cnnc3c3ccccc23)c1 | 8% | ? | -1%
CN(C)N1C(N)=C(C#N)C(c2ccc(Cl)cc2)C2=C1CCCC2=O (configuration not stated) | nt | -20% | ?
CC(=C1C(=O)c2ccccc2C1=O)N1CCN(CCN=CC2=C(O)CC(C)(C)CC2=O)CC1 | 3% | -3% | -1%
CN1C=C(C(F)(F)F)C=C/C1=C(\C#N)c1nnc2n1CCCCC2 | 6% | -5% | -1%
Cc1ccc(NS(=O)(=O)c2cccc(C(=O)NCC3CCCO3)c2)cc1 (configuration not stated) | -8% | ? | -8%
O=C(CCCc1nc(-c2ccccc2)no1)NC1CCCC1 | 13% | ? | -1%
CCCCn1c(SC(C)C(=O)NCC2CCCO2)nc2cc(C(=O)OC)ccc2c1=O (configuration not stated) | 0% | ? | 3%
CCn1c(O)c(C2=c3ccccc3=NC2=O)c2cc(Br)ccc21 | -2% | 12µM* | 7%
CCc1ccc(NC(=O)[C@H](NC(=O)[C@@H]2Cc3ccccc3CN2)c2ccccc2)cc1 | 1% | -23% | -19%
CCCn1cc(CN2CCCC(CNC(=O)c3ccc(F)cc3)C2)c(C)n1 (configuration not stated) | 3% | 10% | 3%
CCC(C)(C)NC(=O)CN(C(=O)CCC(=O)Nc1nccs1)c1ccccc1C | 4% | -18% | -19%

# (further entries)
compound | TDP1 block | DT40 TDP1 no CPT | N370S GC
COc1ccc(CCNc2nc(C)nc3c2oc2ccccc23)cc1OC | 6% | 4.1µM* | 21%
CCn1cc(C(=O)O)c(=O)c2cc(Br)ccc21 | -2% | -26% | 27%
CCOc1ccc(NC(=S)N2CCCN(Cc3cc(C)ccc3C)C2)cc1 | 8% | ? | -17%
O=C(/C=C/c1ccccc1)NC(=S)Nc1ccc(CN2CCOCC2)cc1 | 5% | 18µM* | -10%
CCc1c(C)nc(Nc2nc(C)c3ccc(OC)cc3n2)[nH]c1=O | -1% | 16µM* | 1%
Cc1nn(CC(=O)NCCN2CCCCC2C)c(=O)c2cc(-c3ccccc3)nn12 (configuration not stated) | 3% | -24% | -7%
CC(=O)N1CCN(CC(=O)Nc2cc(F)ccc2C)CC1 | nt | 4% | -7%
CC(=O)c1ccc(N2C(=O)N(Cc3ccccc3C#N)c3ccccc3S2(=O)=O)cc1 | 9% | ? | nt
O=C(O)C1(NS(=O)(=O)c2ccc(Cl)cc2)CCCCC1 | 0% | -9% | 5%
Clc1ccccc1CO/N=C1\CCCc2nonc21 | -4% | -10% | 6%
COc1cc(Cl)ccc1OCc1cc(C(=O)N(C)C2CC(C)(C)NC(C)(C)C2)no1 | 2% | ? | -3%
CCc1c(C)nc2nncn2c1NCc1ccc(Cl)cc1 | -2% | 4.6µM* | nt
CCn1c(N2CCN(S(=O)(=O)c3ccccc3)CC2)nc2ccccc21 | nt | 18µM* | 3%
O=C(Nc1cc(Cl)ccc1-n1cncn1)C1CC1 | nt | 0% | 0%
COc1ccc(/C=C2\SC(=S)N(CCC(=O)Nc3ccccn3)C2=O)cc1OC | 6%[0.0935 µM] | 0% | -5%
Cc1ccc(CNC(=O)CCn2cnc3ccccc3c2=O)cc1 | 2% | 0% | nt
CCC(C(=O)Nc1cc(C)ccc1C)n1c(=O)c(C(F)(F)F)nc2ccccc21 (configuration not stated) | -5% | ? | nt
CSc1cccc(NC(=O)CN(C2CCCCC2)S(C)(=O)=O)c1 | 4% | ? | -10%
COc1cc(OC)cc(C(=O)NC(=S)NNC(=O)Cc2cccs2)c1 | 5% | ? | -20%
Cc1cc(C)c2c(c1)/C(=N/NC(=O)c1cc(C)oc1C)CCC2 | 2% | -26% | 15%
Cc1cc(C(=O)N2CCN(c3cccc(Cl)c3)CC2)c2c(C)nn(-c3ccccc3Cl)c2n1 | 0% | 29µM* | nt
O=C(O)CNC(=O)c1ccc(S(=O)(=O)N2CCOCC2)cc1 | 5% | -6% | -2%
Cc1cc(S(=O)(=O)Nc2ccc(C(=O)O)cc2)c(C)c(S(=O)(=O)c2ccc(Cl)cc2)c1 | 0%[12.3 µM] | 0% | nt

# Molecules from the list above containing a cyano group:
compound | TDP1 block | DT40 TDP1 no CPT | N370S GC
N#Cc1c(C(F)(F)F)cc(=O)n2c1[nH]c1ccccc12 | 1% | 15µM* | ?
COc1ccccc1NCCC#N | 4% | 2% | -6%
CN(C)N1C(N)=C(C#N)C(c2ccc(Cl)cc2)C2=C1CCCC2=O (configuration not stated) | nt | -20% | ?
CN1C=C(C(F)(F)F)C=C/C1=C(\C#N)c1nnc2n1CCCCC2 | 6% | -5% | -1%
CC(=O)c1ccc(N2C(=O)N(Cc3ccccc3C#N)c3ccccc3S2(=O)=O)cc1 | 9% | ? | nt

# Compound activity deposited in PubChem BioAssay by National Center for Advancing Translational Sciences (NCATS).
